Screening results deposited in PubChem by NCI.
mlh1 rad18: NCI yeast anticancer drug screen, S. cerevisiae mlh1 rad18 strain; growth inhibition, % at 50 µM; 11% of 79,000 active;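 further: 0% = growth of vehicle-only cultures of the same strain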
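In this whole-cell yeast screen, a strain with altered DNA damage repair is challenged with compound, and its growth is measured against matched vehicle-treated controls.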
mec2-1: NCI yeast anticancer drug screen, S. cerevisiae mec2-1 strain; 9% of 79,000 active; AID 157, 2004; growth inhibition, % at 50 µM;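 further: 0% = growth of vehicle-only cultures of the same strain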
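Each compound was tested on mec2-1 yeast, a strain altered in DNA damage repair or cell cycle control. Growth inhibition is reported relative to vehicle.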
sgs1 mgt1: NCI yeast anticancer drug screen, S. cerevisiae sgs1 mgt1 strain | % growth inhibition at 50 µM | 10% of 78,000 active;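 further: 0% = growth of vehicle-only cultures of the same strain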
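Yeast cells carrying a defined DNA-repair defect were exposed to test compounds. Growth inhibition was measured relative to vehicle-treated controls.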
yeast rad50: NCI yeast anticancer drug screen, S. cerevisiae rad50 strain; growth inhibition, % at 50 µM; 10% of 79,000 active; AID 155, 2004;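 further: 0% = growth of vehicle-only cultures of the same strain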
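Yeast carrying a defined DNA repair defect were exposed to test compounds, and growth was compared with vehicle-treated controls to give percent inhibition.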
cln2 rad14: NCI yeast anticancer drug screen, S. cerevisiae cln2 rad14 strain; growth inhibition, % at 50 µM; 8.3% of 78,000 active; AID 165, 2004;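 further: 0% = growth of vehicle-only cultures of the same strain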
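cln2 rad14 yeast strain; compound exposure; growth inhibition read vs vehicle controls.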
yeast bub3: NCI yeast anticancer drug screen, S. cerevisiae bub3 mutant strain; AID 167, 2004; 9.9% of 78,000 active; % growth inhibition at 50 µM;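 further: 0% = growth of vehicle-only cultures of the same strain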
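Compounds were applied to a genetically altered yeast strain carrying a cell-cycle control defect. Growth inhibition was scored against vehicle-treated controls.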
Active calls of the source: *; . = no result given; & = joins results of further samples; ! = not confirmed by another sample. No stated cut-off is given here; in the data, active means growth inhibition above about 70%; inactive means the rest.

Results follow in this order: mlh1 rad18	mec2-1	sgs1 mgt1	yeast rad50	cln2 rad14	yeast bub3
> Cc1cc(O)c2c(c1)C(=O)C=CC2=O
    -26	5	1	7	4	10
> O=[N+]([O-])c1ccc(NS(=O)(=O)c2ccc(Cl)c(Cl)c2Cl)c([N+](=O)[O-])c1
    75*	42	81*	78*	45	7
> Cn1c(=Nc2ccc(Cl)cc2)sc2ccccc21
    -22	-31	-21	-9	-37	1
> Cc1cc(C(N)=O)cc(C)c1C(=O)OCCCl
    58	66	-4	32	-114	52
> CN(CC(=O)O)Cc1ccccc1
    3	19	10	10	-14	9
> Oc1cc2c3c(c1)c1cc4c(cc1c[n+]3CC2)OCO4
    53&-31	33&-45	51&-5	52&-22	43&1	31&-37
> O=c1c2c(oc3c(Cl)cc(Cl)cc13)CCCC2
    4	-20	-2	13	8	6
> COc1c(Br)cc(Br)cc1Br
    6	-6	14	-1	-47	-11
> COc1cc(/C=C/c2cc(O)cc(C3OC(CO)C(O)C(O)C3O)c2)ccc1O (centres undefined)
    22	9	21	33	8	-4
> CCOC(=O)Cc1[nH]c(C(=O)OCC)c(CC(=O)OCC)c1C(=O)OCC
    16	8	8	6	-4	0
> COC(=Nc1ccccc1)SSC(C)C
    86*	87*	82*	85*	46	86*
> CCCCCCCCC(O)C(O)CCCCCCCC(=O)OC (centres undefined)
    -23	5	-5	-15	-105	30
> CCOC(=O)C1CC1c1c(C)c2cc3[nH]c(cc4nc(cc5nc(cc1[nH]2)C(C)=C5CCC(=O)OC)C(CCC(=O)OC)=C4C)c(C)c3C1CC1C(=O)OCC (centres undefined)
    39	36	30	-7	-19	-6
> CC1(c2ccccc2)OC1(C)c1ccccc1 (centres undefined)
    29	-6	-8	6	-17	21
> O=S(=O)(Nc1nccs1)c1ccc(NCc2c3ccccc3nc3cc(Cl)ccc23)cc1
    26	3	10	13	-7	0
> CC(=O)O/C=C1\c2ccccc2CCC1c1ccc2ccccc2c1 (centres undefined)
    0	-24	0	-4	1	28
> O=C(Cl)c1c(F)c(F)c(F)c(F)c1F
    -19	-26	-7	-30	19	1
> N#CCCN(CCC#N)C(=O)Nc1cccc2ccccc12
    -16	-9	6	10	13	-2
> CCOC(=O)C1C(NNC(N)=O)CN(C(=O)OCC)C1C(=O)OCC (centres undefined)
    10	-6	-16	-9	0	8
> CCOC(=O)C1(C(=O)OCC)CCC1
    3	0	-13	22	-19	21

(continued)
Results follow in this order: mlh1 rad18	mec2-1	sgs1 mgt1	yeast rad50	cln2 rad14	yeast bub3
> CC(C)C(=O)Cc1ccc2ccccc2n1
    -5	-35	-12	-1	-20	-31
> CO/C(=N\N=C\c1cccc(Cl)c1)c1ccncc1
    -11	-10	-14	6	-24	-18
> O=C(Nc1ccc(Cl)c(Cl)c1)Oc1ccc(C2CCCCC2)cc1
    28	50	20	5	-7	19
> CC(C)C[C@H](NC(=O)[C@H](Cc1ccccc1)NC(=O)c1cnccn1)B(O)O
    67	30	61	56	73*	73*
> CCCCCCCCCCCCCCCCOCC(O)CO (centres undefined)
    -57	-29	1	-9	-6	-17
> Cn1c(=O)[nH]c2c(-c3ccccc3)n[nH]c2c1=O
    4	-2	4	11	-45	1
> CC1(C2(C)SCCS2)SCCS1
    10	3	-1	11	11	-9
> Clc1cc(Cl)c2nc(-c3ccc(Cl)c(Cl)c3)cc(C3(CBr)OCCO3)c2c1
    18	2	-13	28	-8	-6
> Nc1c(Br)cc2c([nH]c(=O)c3cc(Br)ccc32)c1Br
    32	32	27	47	28	9
> CC1CCCCNC1=S (centres undefined)
    27	20	20	-7	7	18
> CC1=C/C(=N/NS(=O)(=O)c2ccc(C)cc2)CC(C)(C)C1
    13	-3	12	28	-22	4
> O=C(COC(=O)c1cc([N+](=O)[O-])cc([N+](=O)[O-])c1)c1ccc(-c2ccccc2)cc1
    19	5	19	22	22	16
> Cn1c(=O)c2c(nc(Cc3ccccc3)n2CC(=O)O)n(C)c1=O
    -19	-18	-31	0	-7	-32
> CN(C)CCOc1ccc([N+](=O)[O-])c2cccnc12
    -8	-13	-8	-10	4	-7
> O=CNC1c2ccccc2-c2ccccc21
    5	-10	-9	-1	-2	7
> Cc1cc2[nH]c(=O)c(=O)[nH]c2cc1C
    3	4	7	0	18	-1
> Nc1ccc(S(=O)(=O)Nc2cc(Cl)cc(Cl)c2)cc1
    98*	97*	99*	99*	97*	99*
> COc1ccccc1/C=C/c1nc2ccccc2o1
    53	20	56	48	14	60
> CCOC(=O)CCCCCOC1CCCCO1 (centres undefined)
    -10	18	11	7	0	-7
> COc1cc([N+](=O)[O-])ccc1N1C(=O)C2c3[nH]c4ccccc4c3C3CCC(C(C)(C)C)CC3C2C1=O (centres undefined)
    25	-34	-20	-27	-11	2

A portion from the list above, for reference:
Results follow in this order: mlh1 rad18	mec2-1	sgs1 mgt1	yeast rad50	cln2 rad14	yeast bub3
> O=C(Nc1ccc(Cl)c(Cl)c1)Oc1ccc(C2CCCCC2)cc1
    28	50	20	5	-7	19
> CC(C)C[C@H](NC(=O)[C@H](Cc1ccccc1)NC(=O)c1cnccn1)B(O)O
    67	30	61	56	73*	73*
> CCCCCCCCCCCCCCCCOCC(O)CO (centres undefined)
    -57	-29	1	-9	-6	-17
> Cn1c(=O)[nH]c2c(-c3ccccc3)n[nH]c2c1=O
    4	-2	4	11	-45	1
> CC1(C2(C)SCCS2)SCCS1
    10	3	-1	11	11	-9
> Clc1cc(Cl)c2nc(-c3ccc(Cl)c(Cl)c3)cc(C3(CBr)OCCO3)c2c1
    18	2	-13	28	-8	-6

Following part.
Results follow in this order: mlh1 rad18	mec2-1	sgs1 mgt1	yeast rad50	cln2 rad14	yeast bub3
> COC(=O)/C=N/O
    36	-7	9	-19	1	-15
> CC1(C)CC(=O)C(CC2C(=O)CC(C)(C)CC2=O)C(=O)C1
    -20	4	13	-4	11	-10
> COC1(OC)CCCc2c1no[n+]2[O-]
    -21	-11	-50	-43	-17	16
> N=c1ccn(CC(O)COc2ccccc2)cc1 (centres undefined)
    10	-14	-6	-12	11	3
> O=[N+]([O-])Cc1cnc2nncn2n1
    87*	98*	99*	86*	24	38
> CCOC(=O)/C(C#N)=C/c1c[nH]c2ccccc12
    31	6	4	20	24	19
> Nc1cc(S(=O)(=O)O)cc2cccc(S(=O)(=O)O)c12
    31	-8	0	7	-21	25
> CC(O)c1cc2c(s1)C(=O)c1scc(C(C)O)c1C2=O (centres undefined)
    91*	93*	92*	90*	91*	91*
> CN1c2ccccc2C2CC(C3CCCCC3)CCC21 (centres undefined)
    27	-10	-1	17	17	-4
> C[n+]1c(-c2cccc3ccccc23)c2cc(N)ccc2c2ccccc21
    8	14	-12	-5	4	4
> O=C(/C=C/c1ccc(O)cc1)c1ccc2c(c1)OCO2
    44	23	26	8	-2	43
> COC(=O)N1c2ccccc2N(C(=O)OC)C1C#N
    11	1	22	0	-4	-2
> COc1cccc(O)c1O
    19	9	1	3	17	10
> Cc1c([N+](=O)[O-])cc(C(C)(C)C)c(OS(=O)(=O)N(C)C)c1[N+](=O)[O-]
    27	10	34	34	13	18
> CSc1nc(NC2OC(CO)C(O)C(O)C2O)c(C=O)c(=O)n1C (centres undefined)
    8	-1	10	10	4	2
> CCOC(=O)/C(C#N)=C\C1(C)CCC(C)=CO1 (centres undefined)
    -3	-9	-8	-2	-32	-5
> O=C1c2cccc3c(Br)ccc(c23)C(=O)N1C1CCCCCCCCCCC1
    99*	99*	99*	99*	98*	99*
> O=[N+]([O-])c1ccc2c(c1)Cc1cc(O)c(I)cc1-2
    97*	98*	97*	97*	95*	96*
> COc1cccc(N2C(=O)CC(Sc3ccccc3N)C2=O)c1 (centres undefined)
    14	1	8	-1	-5	21
> CCN(CC)CCn1[nH]c2c3ccc(=O)cc3sc3c(NCCN)ccc1c32
    -2	-3	-13	13	-6	2

(further entries)
Results follow in this order: mlh1 rad18	mec2-1	sgs1 mgt1	yeast rad50	cln2 rad14	yeast bub3
> N#CC(=C1C=CC(=NOC(=O)Nc2cccc3ccccc23)C=C1)c1ccccc1
    98*	98*	99*	98*	98*	98*
> CN(C)Cc1c(O)ccc2ccccc12
    39&-32	90*!	43&-52	45&-33	85*!	24&-32
> CCN(CC)CCNc1ccc2nnn3c4ccc(OC)cc4c(=O)c1c23
    60	6	7	44	27	6
> CCOC(=O)c1c(O)nc2sc3ccccc3n2c1=O
    41	13	7	19	-2	14
> C=Cc1ccc(C(N)=O)cc1
    -12	-12	-17	-5	6	-6
> COc1cccc(/C=C/C(=O)c2ccccc2)c1O
    -34	-39	-25	-56	-25	-15
> O=C1C2CCC(C2)C1CN1CCOCC1 (centres undefined)
    -7	3	-1	-11	0	-7
> O=S(Cc1cc2c(cc1Br)OCO2)c1ccccc1 (centres undefined)
    -29	-34	-20	-27	-22	-38
> CCOC(=O)C1Cc2c(cc3c4c(cccc24)N(C(C)=O)C3)N(C)C1 (centres undefined)
    -53	2	2	24	12	-10
> NC1=N[C@H]2CS[C@@H](CCCCC(=O)ON3C(=O)CCC3=O)[C@H]2N1
    19	9	13	19	23	-1
> S=C(S)NC1CCCCCCCCCCC1
    39	24	.	46	.	.
> O/N=C(\C(=N/O)Nc1ccc(-c2ccc(NC(=N/O)/C(=N\O)c3ccccc3)cc2)cc1)c1ccccc1
    1	-43	-8	7	1	-14
> Cn1c(=O)c2c(ncn2CCCCn2ccnc2[N+](=O)[O-])n(C)c1=O
    -5	-4	-15	-30	7	-1
> COc1ccc(Cc2ccccc2C(=O)O)c2ccccc12
    99*	99*	99*	99*	99*	99*
> CN(C)CC1CCC/C1=N\O (centres undefined)
    9	13	-35	-20	18	-4
> CCn1c(CC(O)(C(F)(F)F)C(F)(F)F)nc2ccccc21
    19	11	7	8	48	8
> CC1=C(C)Cc2c(O)ccc(O)c2C1
    93*	46	34	94*	49	83*
> O=C1CC2CC1C1CCCC21 (centres undefined)
    -41	-18	-56	-32	-10	-31
> Cc1ccc(S(=O)(=O)C(Sc2ccccc2)=S=NC(C)(C)C)cc1
    92*	81*	89*	90*	53	82*
> O=C(O)c1cccc([N+](=O)[O-])c1I
    -29	-23	-26	-21	-71	-7

The results go on.
Results follow in this order: mlh1 rad18	mec2-1	sgs1 mgt1	yeast rad50	cln2 rad14	yeast bub3
> CCCCN1CCNCC1
    -3	-2	.	10	.	.
> CCN(CC)c1ccc2cc(C(=O)Nc3nc(C45CC6CC(CC(C6)C4)C5)cs3)c(=O)oc2c1
    -16	-26	-17	-17	-18	-14
> Cc1ccc(CN(CCO)Cc2ccccc2)cc1
    47	39	28	2	1	43
> N#C/C(=C\Nc1ccccn1)C(=O)c1ccco1
    -3	-20	-20	7	0	-56
> Cn1cc([N+](=O)[O-])cc1C(=O)Nc1ccc(S(=O)(=O)O)c2cc(S(=O)(=O)O)ccc12
    12	-6	-2	-3	10	-2
> Cc1ccc(N=Nc2sc(N)nc2C)cc1C
    85*	36	14	64	30	88*
> Cc1ccc(S(=O)(=O)Oc2ccccc2Br)cc1
    -11	-2	30	-1	-19	5
> CN(C)CC1CCCCCC(Br)C1O (centres undefined)
    22	15	-1	-5	-25	-11
> CCCCCCCCCCCCCC1=NCC(c2ccc3ccccc3c2)O1 (centres undefined)
    -2	5	-13	-2	10	-5
> O=C(NCC1(O)CCCCC1)c1ccccc1
    1	-14	-6	4	-8	4
> N#CNC(N)=Nc1cc2ccccc2c2ccccc12
    86*	67	79*	90*	91*	92*
> Cc1n[nH]c(=O)n1C1CC1
    9	-11	21	-1	14	10
> O=C(Nc1ccn(C2CC(O)C(COC(c3ccccc3)(c3ccccc3)c3ccccc3)O2)c(=O)n1)c1ccccc1 (centres undefined)
    95*	98*	38	43	93*	82*
> COC(=O)C(Cc1ccc(O)cc1)NC(=O)C(CC(=O)OCc1ccccc1)NC(=O)OCc1ccccc1 (centres undefined)
    1	-6	-1	-11	-3	-21
> Cc1ccc(C2CC(c3ccco3)=NN2c2ccccc2)o1 (centres undefined)
    -29	-27	-15	-31	17	-1
> CCOC(=O)CC/C(=N/NC(N)=O)c1ccccc1
    18	-7	-5	-8	-11	5
> Cn1ncc2c(NCc3ccccc3)nc(Cl)nc21
    13	-11	16	6	-10	6
> Cc1ncc(CN=Cc2ccc(Cl)cc2)c(N)n1
    13	17	-9	10	-12	9

Taken from above:
Under mlh1 rad18, Cc1cc(C(N)=O)cc(C)c1C(=O)OCCCl has 58
Under yeast rad50, CCOC(=O)C1Cc2c(cc3c4c(cccc24)N(C(C)=O)C3)N(C)C1 (centres undefined) has 24
Under mlh1 rad18, CCOC(=O)C1C(NNC(N)=O)CN(C(=O)OCC)C1C(=O)OCC (centres undefined) has 10
Under cln2 rad14, CCOC(=O)Cc1[nH]c(C(=O)OCC)c(CC(=O)OCC)c1C(=O)OCC has -4
Under mlh1 rad18, Nc1ccc(S(=O)(=O)Nc2cc(Cl)cc(Cl)c2)cc1 has 98*
Under sgs1 mgt1, Cc1ccc(N=Nc2sc(N)nc2C)cc1C has 14
Under mec2-1, CCOC(=O)CCCCCOC1CCCCO1 (centres undefined) has 18
